# Assay outcomes from PubChem.
# TGFb SMAD3 inh: qHTS for Inhibitors of TGF-b; 410,000 compounds, 1.2% hits; HepG2 CAGA-GFP TGF-b/SMAD3 reporter, GFP fluorescence, 18 h; TGF-beta stimulated, 500 pg/mL final; Potency, µM (doses to about 46.1 µM), inactives show at the top dose activity, negative = inhibition, hits mostly inhibitors; further: potency means the concentration at half of the fitted maximal effect; on the % scale 0 is the no-effect control and ±100 the full control effect; nearly all actives have a fitted effect of over 65% in size
#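 Inhibition was scored as loss of TGF-beta-induced (500 pg/mL final, 18 hours, 37 degrees C) GFP in HEPG2 cells carrying a CAGA-GFP reporter, in DMEM with 1% FBS. Well GFP was summed per cell; Activity was normalised to unstimulated and stimulated DMSO wells, then concentration-response fitting.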
# Abeta rescue: qHTS for compounds that reverse cellular toxicity of Amyloid beta (A-beta) peptide in yeast: Primary Screen | yeast expressing A-beta42, growth rescue, OD600, 48 h; response scale: 0% DMSO, 100% iron-clioquinol control | Potency, µM (doses to about 46.1 µM), for inactives: at the top dose growth rescue, usual class: activators | 410,000 compounds, 0.063% hits; further: potency means the concentration at half of the fitted maximal effect; nearly all actives have a fitted effect of over 55% in size
#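 Growth rescue measured by 600 nm absorbance after 48 h yeast culture at 30 C with compound. Values normalized between DMSO and an equimolar ferric chloride plus clioquinol control.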
# Akt phos inh: HTS Assay for Inhibitors of Akt Phophorylation: Primary Screen; Neuro2A IGF-stimulated pAkt S473 HTRF, 20 min; hits give low values; activity change, % for hits at 50 µM; 360,000 compounds, 0.32% hits; in the data active means activity change below about -80%; inconclusive means mostly about -51% to -80%; further: on the % scale 0 is the no-effect control and ±100 the full control effect
#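 Single-point screen (50 µM final compound) in Neuro2A cells stimulated 20 min with 6 nM IGF at 37 deg C. After lysis, Ser473-phosphorylated Akt read by HTRF (ex 330 nm, em 615/665 nm) as the 665/615 ratio.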
# Nrf2 activator: qHTS of Nrf2 Activators; AID 624171, 2012; AREc32 ARE-luciferase reporter (MCF7-derived line), luminescence, 24 h; 410,000 compounds, 0.31% hits; Potency, µM (highest dose often 46.1 µM), without a hit: at the highest dose activation, actives largely listed as activators; further: potency means the concentration at half of the fitted maximal effect; % of control where 0% means no effect; nearly all actives have a fitted effect of over 65% in size
#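 ARE activation measured as luciferase luminescence (Steady-Glo, 30 min RT) in AREc32_Fluc cells after 24 hr compound exposure at 37 deg C, 5% CO2; cells seeded overnight at 1000/well in OPTI-MEM, 5% FBS.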
# Mm-Cpn inhibitor: Inhibitors of TCP-1 ring complex (TRiC) of Methanococcus maripaludis (MmCpn): qHTS; Chaperonin Mm-Cpn (Methanococcus maripaludis); purified Mm-Cpn ATPase, ADP Transcreener TR-FRET; Potency, µM (titrated, usually from 76.9 µM), for the others: at the top dose activity, negative = inhibition, actives largely listed as inhibitors; 330,000 compounds, 0.031% hits; AID 504842, 2011; further: potency means the concentration at half of the fitted maximal effect; on the % scale 0 is the no-effect control and ±100 the full control effect; nearly all actives have a fitted effect of over 80% in size
#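 Quantitative HTS used 25 nM Mm-CPN and 10 uM ATP in magnesium/KCl Tris buffer, pH 7.4, with 1 mM DTT. Hydrolysis ran 30 min at 37°C; ADP was read by HTRF.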
# CCT modulator: High-Throughput Screening for Modulators of Cytosolic Chaperonin Activity | purified chaperonin ATPase assay, HTRF ADP detection, 30 min | 360,000 compounds, 0.3% hits | activity change, % (no concentration beside the values), hits read low; in the data active means activity change below about -30%; further: on the % scale 0 is the no-effect control and ±100 the full control effect
#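 We incubate TRiC, 40 or 20 nM final, with library compounds at 76 uM and 10 uM ATP for 30 min at 37 °C. ADP formed is detected with Transcreener HTRF reagents after 30 min at room temperature.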
# A549 viability: Nrf2 qHTS screen for inhibitors: counterscreen for cytotoxicity; A549 ARE-Fluc cells, CellTiter-Fluor viability, 18-24 h; Potency, µM (highest dose often 46 µM), without a hit: at the highest dose activity change, negative = cytotoxicity, usual class: inhibitors; 390,000 compounds, 0.16% hits; AID 504648, 2011; further: potency means the concentration at half of the fitted maximal effect; on the % scale 0 is the no-effect control and ±100 the full control effect
#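 A549 ARE_Fluc cells in 5% FBS OPTI-MEM were exposed to compounds in concentration-response for 18-24 h at 37 deg C. Viability was read by CellTiter-Fluor fluorescence (Ex 405/Em 525) after 30 min, before the luciferase read.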
# HepG2 tox: qHTS for Inhibitors of TGF-b: Cytotox Counterscreen | Potency, µM (top dose mostly 46.1 µM), inactives show top-dose activity change, negative = cytotoxicity, most hits filed as cytotoxic | 410,000 compounds, 0.76% hits | HepG2 CAGA-GFP viability, ATP luminescence, 18 h; further: potency means the concentration at half of the fitted maximal effect; some results filed as inactive show a strong effect at the top dose
#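 HepG2 CAGA-GFP cells (1000/well, DMEM with 1% FBS) received compound, then TGF-beta at 500 pg/mL final, and were incubated 18 hours at 37 degrees C. Viability was read by CellTiter-Glo luminescence. Media-only wells were set as complete cell-killing and DMSO as no toxicity.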
# Nrf2 inh: Nrf2 qHTS screen for inhibitors. A549 ARE-Fluc reporter, luciferase luminescence, 18-24 h. Potency, µM (titrated, usually from 46 µM), for the others: at the top dose activity change, negative = inhibition, most hits filed as inhibitors. 360,000 compounds, 2.1% hits; further: potency means the concentration at half of the fitted maximal effect; on the % scale 0 is the no-effect control and ±100 the full control effect; nearly all actives have a fitted effect of over 60% in size
#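 Concentration-response testing used A549 ARE_Fluc cells at 5000 cells/well. Following an 18-24 h compound incubation, viability was read by fluorescence (Ex 405/Em 525) and luciferase output by luminescence.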
# Active calls of the source: *; i = inactive; u = inconclusive; x = not tested or not shown; & = joins results of further samples; [ ] = remark or other dose. Unless noted, the call rests on the fitted dose curve; in most records, active means well fitted curve in the direction sought with a large enough effect; inconclusive means small, poorly fitted or top-dose-only effect, or another doubt; inactive means no such curve, though single readings can be large; an effect the other way counts as inactive or inconclusive. Compounds were not picked by outcome (roughly 4.3% active in at least one column).
SMILES,TGFb SMAD3 inh,Abeta rescue,Akt phos inh,Nrf2 activator,Mm-Cpn inhibitor,CCT modulator,A549 viability,HepG2 tox,Nrf2 inh
COc1ccc(C2=C(C)C(N3CCN(c4ccc(OC)cc4)CC3)=NS2(=O)=O)cc1,-28%,-13%,x,0.5%,x,x,1%,-20%,1%
CCOc1ccccc1NC(=O)c1nnn(CC(=O)Nc2cc(C)cc(C)c2)c1N,0%,8%,i,-0.2%,-4%,-2.3,-3%,-3%,-1%
Cc1ccccc1NC(=O)c1c(NC(=O)C(C)Oc2cccc(Cl)c2)sc2c1CCCC2 (stereo not given),0%,3%,x,-0.5%,x,x,8%,0%,2%
Cc1ccc(NC(=O)CN2C(=O)NC3(CCCCC3C)C2=O)cc1S(=O)(=O)N1CCOCC1 (stereo not given),-9%,3%,i,-0.8%,x,1.1,x,7%,x
O=C(CSCc1ccc(Br)cc1)Nc1ccc(S(=O)(=O)N2CCOCC2)cc1,-7%,-13%,i,0.1%,1%,0.5,-2%,32%,-10%
Cc1ccc(/C=C/C(=O)Nc2ccc([N+](=O)[O-])cc2)o1,u,9%,i,11%,1%,-3.3,-12%[1.84 µM],-7%,-16%
Cc1cc(C)c(NC(=O)CN2CCN(S(=O)(=O)c3ccc4c(c3)OCCO4)CC2)c(C)c1,1%,-4%,i,0.3%,x,-2.9,x,-39%,x
CCOc1ccccc1NC(=O)c1cc(S(=O)(=O)NC2CCCC2)ccc1F,u,-6%,x,5.6%,x,x,3%,-13%,x
Cc1cc(C)cc(-n2c(C)cc(/C=N/NC(=O)c3cccc([N+](=O)[O-])c3C)c2C)c1,-7%,6%,i,-0.4%,2%,-0.2,u,4%,-25%
Cc1cccc(C)c1NC(=O)c1c(C)oc2c1C1=NCCN1C=N2,7%,-15%,x,-0.8%,x,x,-1%,-7%,u
CC(C)CCn1c(SCC(=O)NC2CC2)nc2cc(Cl)ccc2c1=O,9%,6%,i,0.0%,0%,-1.7,6%,-2%,2%
CCOCCCNCC(=O)NC1(C)C2CCC(C2)C1(C)C (stereo not given),0%,12%,i,0.5%,0%,-5.2,-2%,-23%,-5%
COc1cccc(/C=N/NC(=O)C(C)n2nc(C)c([N+](=O)[O-])c2C)c1O (stereo not given),-1%,-12%,i,0.4%,1%,0.0,-2%,-7%,-1%
COc1ccc(CNC(=O)C(OC(=O)c2ccco2)c2ccccc2F)cc1 (stereo not given),-10%,8%,i,0.1%,0%,0.8,3%,-10%,u
O=C(NCc1ccc(F)cc1)c1cc(C2CCCN(C(=O)CCCc3ccccc3)C2)on1 (stereo not given),5%,1%,i,3.1%,x,-0.7,x,-26%,x
Cc1ccc(CNC(=O)Cc2ccc(Br)cc2)cc1,-6%,-24%,i,0.2%,-2%,0.9,-4%,2%,4%
O=C(COc1ccccc1)N1CCN(C(=O)c2ccc([N+](=O)[O-])cc2)CC1,2%,-3%,i,-0.2%,0%,0.4,0%,-19%,6%
CC(=O)c1ccc(-c2ccc(Cn3c(C)nc4cc(N)c(C)nc43)cc2)cc1,-23%,-3%,i,4.2%,-13%,-0.3,4%,-15%,9%
Cc1ccc(C(=O)COC(=O)COc2ccccc2[N+](=O)[O-])s1,2%,7%,i,-0.5%,1%,-2.7,2%,12%,3%
CCOC(=O)C1CCN(S(=O)(=O)c2ccc(NC(=O)c3ccco3)cc2)CC1,-24%,8%,i,-0.4%,0%,-0.4,0%,-22%,7%
CCc1ccc2nc(N(CCN(CC)CC)C(=O)c3ccco3)sc2c1,-12%,-17%,x,-0.4%,x,x,3%,-26%,24%
COc1ccc(Cl)cc1NC(=O)CSc1nc(-c2ccco2)cc(C(F)(F)F)n1,u,-7%,x,13%,x,x,-12%,-7%,u
CCCCN(CCCNC(=O)CN1C(=O)COc2ccc(S(=O)(=O)N3CCC(C)CC3)cc21)Cc1ccccc1,u,5%,i,4.1%,0%,-0.2,3%,-1%,-4%
C=CCN(c1ccccc1)S(=O)(=O)c1cc2c(cc1C)NC(=O)CO2,5%,-9%,i,-1.1%,1%,-1.2,0%,10%,-29%
Cc1cccc(CNS(=O)(=O)c2ccc(-c3coc(C)n3)cc2)c1,-3%,-4%,x,0.2%,x,x,-5%,-9%,x
COc1ccc(C2(c3ccc(OC(C)=O)cc3OC(C)=O)CC(c3ccccc3)NC(=S)N2)cc1 (stereo not given),-28%,2%,i,6.0%,-1%,3.3,u,-2%,21µM*
CCOC(=O)C1CCCN(C(=O)c2[nH]c3ccc(OC)cc3c2C)C1 (stereo not given),1%,-15%,i,-0.4%,-2%,1.7,1%,-7%,4%
Cc1ccc2[nH]c3c(c2c1)CN(C(=O)CN1CCCc2ccccc21)CC3,-12%,14%,i,-0.6%,3%,1.2,-17%,-22%,u
O=C(CSc1nnc(SCc2ccccc2Cl)s1)N/N=C/c1ccc(C(=O)O)cc1,-8%,-6%,i,-0.5%,-1%,-2.7,1%,-6%,7%
COc1ccccc1N1CCN(CC(=O)Nc2cc(C)nn2-c2nc(C)cc(C)n2)CC1,14%,-5%,i,-0.1%,x,-0.2,-8%,15%,u
C[C@]12CC[C@H](OC(=O)CCC(=O)O)CC1=CCC1C2CC[C@@]2(C)C1CC[C@@H]2N (stereo not given in full),6%,-2%,i,-0.7%,3%,-2.7,3%,-67%,u
O=C(COC(=O)c1ccccn1)Nc1ccc2c(c1)OCO2,-6%,-11%,i,0.4%,-1%,-3.9,2%,-8%,1%
COc1ccc(-n2nnnc2SCC(=O)NC2CC2)cc1,-1%,u,i,0.4%,1%,1.7,0%,3%,7%
CC1CCCCN1Cc1ccc(-c2nnn(CC(=O)NC3CCCCC3)n2)cc1 (stereo not given),0%,-7%,i,0.2%,0%,0.4,0%,-13%,4%
c1cc2cc(-c3c(-c4ccc5c(c4)OCO5)noc3-c3ccsc3)ccc2[nH]1,u,-2%,i,19%,-3%,-24,-3%,-85%&-50%,-16%
COc1ccccc1/C=N/NC(=S)NCc1ccco1,6%,27%,i,-0.2%,1%,-0.6,-6%,-13%,-15%
CCc1ccccc1N(CC(=O)O)S(C)(=O)=O,7%,4%,i,-0.8%,-1%,1.0,-3%,7%,1%
Cc1nc(-c2ccncc2)nc(NCCNc2ncccc2C(F)(F)F)c1Cl,-13%,1%,i,8.4%,0%,-3.0,0%,-34%,-11%
Cc1nc(-c2ccc(Cl)cc2)sc1C1(C)CC(c2ccccc2F)=NO1 (stereo not given),-18%,-12%,i,3.3%,-10%,-0.5,-2%,-27%,17%
COc1ccc(/C(C)=N/NC(=O)OC(C)(C)C)cc1[N+](=O)[O-],1%,0%,i,6.3%,2%,-3.8,0%,14%,-16%
COc1ccc(Cl)cc1Cn1c(C)c(C(=O)N(C)Cc2ccc(F)cc2)sc1=O,-10%,-12%,i,-0.1%,x,1.7,x,3%,x
COc1ccccc1C(C)NC(=O)c1cc(S(=O)(=O)N2CCCCC2)ccc1C (stereo not given),4%,-11%,i,1.8%,-1%,0.3,0%,8%,u
Cc1cc(C(=O)N(C)C2CCCCC2)no1,0%,7%,i,0.0%,-5%,-0.4,-9%,-13%,2%
CC(C)Oc1cccc(C(=O)C2CCCN(Cc3cnn(C(C)C)c3)C2)c1 (stereo not given),17%,6%,i,2.1%,1%,-1.1,3%,3%,0%

# Structures above that contain a Cl atom, in the order listed:
SMILES,TGFb SMAD3 inh,Abeta rescue,Akt phos inh,Nrf2 activator,Mm-Cpn inhibitor,CCT modulator,A549 viability,HepG2 tox,Nrf2 inh
Cc1ccccc1NC(=O)c1c(NC(=O)C(C)Oc2cccc(Cl)c2)sc2c1CCCC2 (stereo not given),0%,3%,x,-0.5%,x,x,8%,0%,2%
CC(C)CCn1c(SCC(=O)NC2CC2)nc2cc(Cl)ccc2c1=O,9%,6%,i,0.0%,0%,-1.7,6%,-2%,2%
COc1ccc(Cl)cc1NC(=O)CSc1nc(-c2ccco2)cc(C(F)(F)F)n1,u,-7%,x,13%,x,x,-12%,-7%,u
O=C(CSc1nnc(SCc2ccccc2Cl)s1)N/N=C/c1ccc(C(=O)O)cc1,-8%,-6%,i,-0.5%,-1%,-2.7,1%,-6%,7%
Cc1nc(-c2ccncc2)nc(NCCNc2ncccc2C(F)(F)F)c1Cl,-13%,1%,i,8.4%,0%,-3.0,0%,-34%,-11%
Cc1nc(-c2ccc(Cl)cc2)sc1C1(C)CC(c2ccccc2F)=NO1 (stereo not given),-18%,-12%,i,3.3%,-10%,-0.5,-2%,-27%,17%
COc1ccc(Cl)cc1Cn1c(C)c(C(=O)N(C)Cc2ccc(F)cc2)sc1=O,-10%,-12%,i,-0.1%,x,1.7,x,3%,x
